Assay outcomes: PubChem BioAssay, Broad Institute
MITF TRPM1 HTS = MITF TRPM1 promoter activation in melanoma cells; 0.75% of 300,000 active; SK-MEL-5 TRPM1-promoter luciferase, 24 h; % of positive control, neutral wells = 0; activation, % at 12.5 µM;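 active = mean activation of at least 80% with every replicate also reaching 80%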;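 note: 0% = neutral control wells and 100% = parthenolide positive control wells; values of inactives mirror those of a sister screen read the other way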
SR-BI DiI inh = inhibitors of mouse SR-BI mediated HDL lipid uptake | Q61009 | ldlA[mSR-BI] CHO cells, DiI-HDL uptake fluorescence, 3 h | inhibition, % at 12.5 µM | 0.96% of 320,000 active | AID 488896;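 active = mean replicate inhibition of at least 70% and a set share of replicates each scoring 70 or more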;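 note: 0% = median of neutral control wells and 100% = median of positive control wells; values of inactives mirror those of a sister screen read the other way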
Target sequence (Q61009 whole entry, looked up): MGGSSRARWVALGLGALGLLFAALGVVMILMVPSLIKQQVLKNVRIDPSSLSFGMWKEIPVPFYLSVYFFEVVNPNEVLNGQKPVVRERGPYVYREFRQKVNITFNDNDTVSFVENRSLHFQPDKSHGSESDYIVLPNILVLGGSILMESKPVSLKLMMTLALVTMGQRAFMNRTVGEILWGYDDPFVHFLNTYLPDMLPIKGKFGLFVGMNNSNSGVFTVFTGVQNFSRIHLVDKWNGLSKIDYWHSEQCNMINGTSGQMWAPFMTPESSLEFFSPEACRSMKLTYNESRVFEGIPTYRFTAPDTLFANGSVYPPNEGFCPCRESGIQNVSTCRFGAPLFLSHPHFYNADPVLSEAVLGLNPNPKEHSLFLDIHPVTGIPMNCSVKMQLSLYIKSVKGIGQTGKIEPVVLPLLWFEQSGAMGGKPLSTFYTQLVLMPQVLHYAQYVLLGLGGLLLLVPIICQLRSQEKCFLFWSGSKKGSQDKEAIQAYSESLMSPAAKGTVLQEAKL
SR-BI DiI-HDL act = enhances SR-BI lipid uptake from DiI-HDL; CHO ldlA[mSR-BI] cells, DiI-HDL uptake fluorescence, 3 h; 100 = double the neutral-control signal; activation, % at 12.5 µM; AID 504775; 0.096% of 320,000 active;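 active = mean replicate activation of at least 60% and every replicate at or above 60%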;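 note: 0% = median plate neutral-control signal and 100% = twice that signal; values of inactives mirror those of a sister screen read the other way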
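Material: SR-BI-overexpressing, LDLR-lacking CHO cells; schedule: compound exposure 3 h, 37 °C; reagent: DiI-labelled HDL at 10 µg/mL final; technique: bottom-read fluorescence, 550/595 nm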
dFosB act = enhances mouse delta FosB homodimer DNA binding. activation, % at 25 µM. P13346. purified delta FosB, TAMRA-CDK5 oligo fluorescence polarization; percent of positive-control signal above neutral wells. 0.99% of 340,000 active;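 active = mean activation above about 17%, with every replicate also reaching it, limit read from the data, passing the limit was not always enough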;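 note: fluorescence polarization rise as delta FosB binds a TAMRA Cdk5 AP-1 oligo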
NSD2 HMT inh = inhibitors of human histone methyltransferase NSD2. NSD2 peptide methylation, AlphaScreen, 120 min. inhibition, % at 12.5 µM. 0.54% of 310,000 active; in the data active = inhibition above about 50%
PfHsp90 yeast 2 = growth inhibition of yeast expressing Plasmodium Hsp90. inhibition, % at 9.4 µM. AID 504621. 0.32% of 310,000 active. S. cerevisiae expressing PfHsp90, BacTiter-Glo ATP, 48 h; yeast lacking PDR1 and PDR3 efflux regulators;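 active = every replicate shows inhibition above about 80%, whatever the replicate mean, limit read from the data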;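 note: 0% = DMSO neutral controls and 100% = 20 µM radicicol positive controls; yeast relying on Plasmodium falciparum Hsp90 in place of its own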
Rtt109 HAT inh = blocks Candida albicans Rtt109/Vps75 acetyltransferase activity; 0.16% of 330,000 active; purified Rtt109/Vps75, ThioGlo CoA-SH fluorescence, 4 h; inhibition, % at 34.9 µM; Q5AAJ8;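 active = inhibition of at least 50% in every replicate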
Target sequence (Q5AAJ8 whole entry, looked up): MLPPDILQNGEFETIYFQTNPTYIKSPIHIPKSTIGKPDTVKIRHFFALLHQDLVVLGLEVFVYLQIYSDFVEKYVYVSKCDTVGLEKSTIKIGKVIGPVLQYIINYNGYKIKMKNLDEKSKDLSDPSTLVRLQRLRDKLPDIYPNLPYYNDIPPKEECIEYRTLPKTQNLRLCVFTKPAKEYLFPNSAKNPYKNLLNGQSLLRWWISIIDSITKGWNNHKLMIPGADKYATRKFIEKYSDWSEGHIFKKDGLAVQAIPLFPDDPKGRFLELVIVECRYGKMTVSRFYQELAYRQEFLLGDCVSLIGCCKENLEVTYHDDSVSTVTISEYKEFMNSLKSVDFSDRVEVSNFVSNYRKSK
CAL PDZ FP-1 = inhibitors of human CAL PDZ peptide binding; Q9HD26; purified CAL PDZ, TMR-peptide fluorescence polarization, 1 h; inhibition, % at 24.9 µM; 0.92% of 300,000 active; AID 602252;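 active = mean inhibition of at least 30% with at least half of replicates also reaching 30%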;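 note: 0% = DMSO neutral control and 100% = excess unlabeled competitor peptide PRC23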
CAL PDZ FP-2 = inhibitors of human CAL PDZ peptide binding | Q9HD26 | purified CAL PDZ, TMR-peptide fluorescence polarization, 1 h | inhibition, % at 20 µM | 0.02% of 330,000 active | AID 504414;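 active = highest replicate inhibition of at least 40%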;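 note: plate controls were DMSO neutral control wells for no effect and unlabeled competitor peptide control wells for full effect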
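Test system: purified CerCALP PDZ construct; Compound dosing: one concentration, 20 µM compound; Also added: TMR-labelled reporter peptide T*-PRC34 bound in PDZ groove; Read-out: inhibition from polarization loss; Controls: unlabelled peptide and DMSO controls; Signal: FP readout, S and P plane fluorescence; Incubation: 1 h at RT.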
PvdQ inh = blocks Pseudomonas aeruginosa PvdQ acylase activity | AID 488965 | 0.063% of 340,000 active | inhibition, % at 10 µM | purified PvdQ acylase, fluorescence plate reader; in the data active = inhibition above about 30%, passing the limit was not always enough;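 note: 0% = vehicle neutral wells and 100% = reference inhibitor wells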
* marks the source's active call; other numbers are inactive results; nt = not tested or not shown.

SMILES	MITF TRPM1 HTS	SR-BI DiI inh	SR-BI DiI-HDL act	dFosB act	NSD2 HMT inh	PfHsp90 yeast 2	Rtt109 HAT inh	CAL PDZ FP-1	CAL PDZ FP-2	PvdQ inh
COc1ccccc1NC(=O)/C(C#N)=C/c1c(C)nn(-c2ccc(F)cc2)c1Cl	11	22	-22	-10	-1	12	21	-3	-2.4	7
Clc1ccc(CN2CCCCCC2)cc1	1	-19	19	2	-1	-9	2	-4	-0.6	-1
Cc1ccc(C(C(=O)NCc2ccc(F)cc2)N(C(=O)c2csnn2)C2CC2)cc1 (stereo unspecified)	-6	7	-7	-13	-3	-34	-3	-5	-0.8	-10
Cc1ccc(C(=O)NCC(=O)N2CCCC(C(F)(F)F)C2)s1 (stereo unspecified)	16	-10	10	-9	2	-14	2	-5	-3.0	7
Cc1ccc(C(=O)NNC(=O)c2cc3cc4ccccc4nc3s2)cc1	-4	14	-14	26*	2	-11	-13	1	0.1	-10
O=C(c1cnn2c(C(F)(F)F)cc(-c3ccccc3)nc12)N1CCCc2ccccc21	0	3	-3	2	0	-1	4	0	0.7	-3
COC(=O)c1c(C)nc(C)c2c(=O)oc3ccccc3c12	27	-4	4	-3	-1	-1	-7	-1	0.2	7
O=C1N(c2ccccc2C(F)(F)F)O[C@@]1(c1ccccc1)C1CCCCC1	-23	0	0	-6	nt	2	1	-1	-0.5	13
CC(c1nnc(SCn2nnc3ccccc3c2=O)n1-c1ccc(Cl)cc1)N(C)C (stereo unspecified)	-7	-22	22	7	nt	16	7	-4	0.7	5
Cc1cc(C(=O)NC2CCCN(Cc3ccc(Cl)cc3)C2)n(C)n1 (stereo unspecified)	-13	-4	nt	-5	-3	1	3	-5	-0.6	6
Cc1cccc(C(C)C)c1NC(=O)COC(=O)CCN1C(=O)C2CC=CCC2C1=O (stereo unspecified)	-4	-15	15	-11	-3	14	-2	0	-1.3	-23
Cn1c(SCC(=O)c2ccccc2)nc2cccnc21	6	-17	17	-5	-3	-5	-1	-1	nt	-8
O=c1[nH]c(NCCCO)nc2c1C1(CCCC1)Cc1ccccc1-2	4	-3	3	-9	2	7	7	-1	-2.5	-11
CCOC(=O)c1[nH]c2ccccc2c1NC(=O)c1nonc1C	-27	23	-23	-7	1	nt	0	nt	0.3	-11
O=C(Nc1ccccc1)N1C(=O)C2(OCCO2)c2ccccc21	16	-6	6	-1	1	1	3	1	-1.0	-9
COc1ccc(-c2coc3cc(OC4OC(CO)C(O)C(O)C4O)ccc3c2=O)cc1 (stereo unspecified)	71	-11	11	0	29	22	-3	-3	0.4	10
CC(C)(C)c1ccc(S(=O)(=O)N2CCCC2C(=O)NC2=NCCS2)cc1 (stereo unspecified)	-1	-30	30	-9	0	11	20	-1	nt	5
CCOC(=O)C1=C(C)N(C)C(=O)NC1c1cc2c(cc1[N+](=O)[O-])OCO2 (stereo unspecified)	-3	-3	3	-3	14	7	3	9	-0.2	-10
COc1ccc2cc(-c3[nH]ncc3CN3C[C@@H]4CCC[C@H]3C4)ccc2c1	9	2	-2	0	3	-1	15	0	-1.1	2
CSc1ccc(Cl)c(C(=O)NNC(=O)c2csc(N3CCOCC3)n2)c1	11	9	-9	-3	4	15	1	nt	-0.8	-4
COCCN(C(=S)Nc1ccc(OC)cc1)C1CCN(C(C)=O)CC1	-8	-6	6	-3	0	6	-9	-5	1.5	10
Cc1ccc([N+](=O)[O-])c(OCCN2CCNCC2)c1	1	-3	3	-3	2	14	nt	-4	-1.2	-9
CNC(=O)Nc1nnc(C(C)(C)C)s1	-5	-8	8	-5	-3	-19	-2	-4	-1.7	0
CC(C)CCN1CCNC(=O)C1CC(=O)NCCCN1CCOCC1 (stereo unspecified)	-8	-8	8	-6	0	-1	6	nt	-0.3	1
Cc1ccccc1C(=O)Nc1cc(-c2cc(C(C)(C)C)oc2C)nn1C	-2	-6	6	-9	-1	-18	2	0	0.7	3

The listing continues:
SMILES	MITF TRPM1 HTS	SR-BI DiI inh	SR-BI DiI-HDL act	dFosB act	NSD2 HMT inh	PfHsp90 yeast 2	Rtt109 HAT inh	CAL PDZ FP-1	CAL PDZ FP-2	PvdQ inh
NS(=O)(=O)c1cccc(NC(=O)C2CC(=O)N(Cc3ccco3)C2)c1 (stereo unspecified)	nt	-19	19	-4	-1	-2	1	nt	-1.2	-7
CCN(CC)S(=O)(=O)c1cc(NC(=O)COC(=O)c2c(C)noc2C)ccc1C	-7	9	-9	-8	-3	22	-3	-2	-0.6	8
Cc1ccc(NC(=O)Nc2ncccc2C)cc1	29	5	-5	-1	-4	16	13	2	-0.9	8
COCOc1ccc(C=O)cc1OCOC	5	-20	20	-1	nt	-11	-8	-2	0.5	1
Cc1ccccc1OCC(=O)OCC(=O)c1ccc(OCc2ccccc2)cc1	41	-12	12	1	-1	20	-3	0	-3.0	-14
COC(=O)c1cn(-c2ccc(F)cc2)c(=O)c2ccccc12	-17	13	-13	-2	2	16	2	3	nt	-12
CC(C)c1nc(C#N)c(NN)o1	7	-24	24	-1	-2	7	-21	nt	-1.2	-13
COc1cccc(OC)c1C(=O)Nc1nc(-c2ccccc2)cs1	6	3	-3	0	-1	5	4	nt	-1.6	-10
C=CCN(CC=C)CCOc1ccc(OC(C)C)cc1	-4	-2	2	0	3	11	-15	-3	-2.0	-3
COc1ccc(-c2nc3cccc(C)n3c2NCC2CCCO2)cc1O (stereo unspecified)	-3	-4	4	13	-1	-10	-59	4	0.3	10
C[C@@H]1CN([C@H](C)CO)C(=O)c2cc(NC(=O)Nc3cccc4ccccc34)ccc2O[C@H]1CN(C)Cc1ccc(C(F)(F)F)cc1	0	6	-6	2	nt	-17	-6	-4	0.3	-3
CCCCNc1nc(-c2ccccc2)cc(C(F)(F)F)c1C(N)=O	5	15	-15	-15	-1	18	3	-4	-1.8	-7
COc1ccc(-c2nc(-c3cccs3)c(-c3cccs3)[nH]2)cc1O	4	6	-6	-1	31	nt	-4	6	0.1	-2
COc1cccc(OC)c1OCCCCCc1c(C)n[nH]c1C	2	29	-29	-9	1	-27	-1	-5	nt	-11
CCN(CC)c1ccc2c(O)cc(=O)oc2c1	-1	-9	9	-6	29	-1	16	2	0.5	-7
O=C1C=CC(=O)N1c1ccc2c(c1)Cc1cc(F)ccc1-2	-3	1	-1	5	-1	116*	3	-2	-0.2	-21
COc1ccc(NC(=O)CSc2nc(C)cc(C)n2)c([N+](=O)[O-])c1	13	0	0	-5	17	16	-4	-1	-1.6	-6
O=S1(=O)N=C2CCCCCN2C(c2ccncc2)N1 (stereo unspecified)	10	-31	31	0	10	7	-8	nt	-0.6	-8
Cc1ccc(/C=N/NC(=O)C(c2ccncc2)N2CCOCC2)cc1 (stereo unspecified)	nt	-1	1	1	-2	9	-8	nt	-0.8	-4
CC1(C)C(=O)NCCN1C(=O)CC1C(=O)NCCN1CC(c1ccccc1)c1ccccc1 (stereo unspecified)	-1	8	-8	-2	2	-1	11	nt	-1.6	2
Cc1ccc(NC(=O)Nc2ccc(C(=O)N3CCOCC3)cc2)cc1	nt	4	-4	-12	3	-8	3	-3	-1.4	-4
O=C(CCN1C(=O)/C(=C\c2ccc(F)cc2)SC1=S)Nc1ccc(O)cc1	15	30	-30	32*	0	-1	1	11	-0.9	-8
COC(=O)C[C@H]1c2ccccc2S(=O)(=O)N1c1cccc(OC)c1	8	0	0	-8	nt	-7	11	-1	-1.7	-5
C=CCNC(=O)CSc1nnc(-c2ccc(S(=O)(=O)N3CCCC3)cc2)n1C	3	nt	nt	8	16	15	11	-9	-0.7	-18
O=[N+]([O-])c1cc([N+](=O)[O-])c(Oc2cc(Cl)cc(Cl)c2)cc1NN1CCCCC1	5	-1	1	2	nt	-2	4	18	-1.2	1

Among those listed so far, 4 contain a nitro group on carbon.
SMILES	MITF TRPM1 HTS	SR-BI DiI inh	SR-BI DiI-HDL act	dFosB act	NSD2 HMT inh	PfHsp90 yeast 2	Rtt109 HAT inh	CAL PDZ FP-1	CAL PDZ FP-2	PvdQ inh
CCOC(=O)C1=C(C)N(C)C(=O)NC1c1cc2c(cc1[N+](=O)[O-])OCO2 (stereo unspecified)	-3	-3	3	-3	14	7	3	9	-0.2	-10
Cc1ccc([N+](=O)[O-])c(OCCN2CCNCC2)c1	1	-3	3	-3	2	14	nt	-4	-1.2	-9
COc1ccc(NC(=O)CSc2nc(C)cc(C)n2)c([N+](=O)[O-])c1	13	0	0	-5	17	16	-4	-1	-1.6	-6
O=[N+]([O-])c1cc([N+](=O)[O-])c(Oc2cc(Cl)cc(Cl)c2)cc1NN1CCCCC1	5	-1	1	2	nt	-2	4	18	-1.2	1

Further results follow:
SMILES	MITF TRPM1 HTS	SR-BI DiI inh	SR-BI DiI-HDL act	dFosB act	NSD2 HMT inh	PfHsp90 yeast 2	Rtt109 HAT inh	CAL PDZ FP-1	CAL PDZ FP-2	PvdQ inh
O=C(COc1ccccc1Cl)N1CCc2ccccc21	66	12	-12	-3	-2	-30	-3	-1	-0.5	-10
COc1ccc(CN=C2NC(=O)CC(C(=O)Nc3ccc([N+](=O)[O-])cc3C)S2)cc1 (stereo unspecified)	-1	1	-1	6	0	-12	0	-2	-0.7	-19
O=C(CCCNS(=O)(=O)c1cccc2nsnc12)NCCc1ccccc1	5	-9	9	-2	nt	3	-3	0	-2.4	-4
Cc1cc(C(=O)OCC(=O)NCc2ccco2)c(C)n1-c1ccccc1	-25	10	-10	-12	6	4	-11	-2	-1.8	-9
O=C(NNS(=O)(=O)c1ccc(F)cc1)C1CC(c2cccnc2)=NO1 (stereo unspecified)	-6	-17	17	-1	-1	17	-5	74*	0.0	-16
CCN(C(=O)COC(=O)c1ccc2[nH]c(C)c(C)c2c1)c1c(N)n(Cc2ccccc2)c(=O)[nH]c1=O	1	53	-53	-11	-10	nt	10	-1	-1.3	-10
O=C(COC(=O)CNC(=O)c1ccccc1)NCCc1ccccc1	-7	-18	18	-2	2	-16	0	1	-2.5	-12
CN(Cc1ccc(F)cc1)C(=O)c1cccc(S(=O)(=O)N2CCN(c3ccc(F)cc3)CC2)c1	-15	25	-25	-6	0	nt	31	-2	-1.0	5
N#CC1=C(N)Oc2c(ccc3cccnc23)C1c1ccccc1 (stereo unspecified)	-33	5	-5	-10	2	-1	-1	-2	1.2	5
COc1ccc(C2CC(c3cccc(Cl)c3)=NN2c2ccc(S(N)(=O)=O)cc2)cc1 (stereo unspecified)	3	77*	-77	-3	nt	-21	-2	0	0.6	-30
O=C(Nc1ccccc1C(=O)N/N=C/c1ccco1)c1ccccc1	-5	1	-1	-7	0	18	-7	-7	-2.8	3
COCCN1C(=O)C(=O)/C(=C(/O)c2ccc(S(=O)(=O)N3CCOCC3)cc2)C1c1cccc(O)c1 (stereo unspecified)	7	nt	nt	-2	-2	17	1	-4	-1.3	-15
CC(C)c1c(C(=O)N/N=C/c2ccoc2)nnn1-c1nonc1N	9	-5	5	-10	-5	-4	0	2	-1.1	-3
CN(C)c1ccc(/C=C/C(=O)c2ccc3c(c2)OCCO3)cc1[N+](=O)[O-]	32	13	-13	-10	4	-2	nt	-1	-2.0	-1
c1ccc(-c2nc(NCCCn3ccnc3)c3oc4ccccc4c3n2)cc1	-6	15	-15	-5	0	-4	29	-2	-3.4	6
